Source: PubChem
12-LOX inh: Primary qHTS assay for inhibitors of human arachidonate 12S-lipoxygenase (ALOX12): Round 2; Potency, µM (series often up to 108 µM), without a hit: at the highest dose activity change, negative = inhibition, usual class: inhibitors; purified 12hLO, xylenol orange hydroperoxide absorbance; AID 1671190, 2021; Polyunsaturated fatty acid lipoxygenase ALOX12 (Homo sapiens), P18054; 580,000 tested, 1.1% active; active means well fitted inhibition curve with a large enough effect; inconclusive means small, poorly fitted or top-dose-only effect, or another doubt; inactive means no such curve, though single readings can be large or run the other way
Target sequence (P18054 whole entry, looked up): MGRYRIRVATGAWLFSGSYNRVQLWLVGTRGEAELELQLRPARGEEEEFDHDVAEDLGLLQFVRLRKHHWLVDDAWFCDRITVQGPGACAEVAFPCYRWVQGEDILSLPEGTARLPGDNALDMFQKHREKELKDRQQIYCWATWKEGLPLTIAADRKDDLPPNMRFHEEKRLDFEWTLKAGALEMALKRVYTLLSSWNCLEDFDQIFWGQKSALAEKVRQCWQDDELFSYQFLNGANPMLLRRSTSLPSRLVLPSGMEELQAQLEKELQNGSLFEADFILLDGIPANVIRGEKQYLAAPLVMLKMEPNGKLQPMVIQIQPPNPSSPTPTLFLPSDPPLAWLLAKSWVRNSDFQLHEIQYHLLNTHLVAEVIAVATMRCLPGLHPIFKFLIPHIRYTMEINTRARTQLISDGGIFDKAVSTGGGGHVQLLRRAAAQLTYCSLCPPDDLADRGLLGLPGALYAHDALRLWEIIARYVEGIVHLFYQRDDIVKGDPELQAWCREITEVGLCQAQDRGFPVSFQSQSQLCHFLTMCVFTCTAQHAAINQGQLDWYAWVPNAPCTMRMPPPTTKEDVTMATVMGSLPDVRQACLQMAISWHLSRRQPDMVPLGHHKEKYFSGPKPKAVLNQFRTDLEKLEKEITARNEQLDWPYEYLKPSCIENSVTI
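Purified human 12hLO at 150 nM in 25 mM Hepes, 0.01% Triton X-100, pH 7.0, preincubated 15 min at room temperature with compound. Reaction started with 40 uM arachidonic acid, 30 min at room temperature. Hydroperoxide measured by Fe-xylenol orange, 573/405 nm absorbance ratio.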
An asterisk follows results filed as active; u = inconclusive; [ ] = dose if it differs, or a comment. On the % scale 0 is the no-effect control and ±100 the full control effect; potency means the concentration at half of the fitted maximal effect. An excerpt; count on the stated rates, not on these rows.

smiles,12-LOX inh
COc1ccc2[nH]c(C)c(C(=O)CN3CCCCC3C)c2c1 (stereo not drawn),u
NC(=O)c1noc2c1CN(c1cc(-c3ccccc3)nc3ccnn13)CC2,27%
CN(C)CC(C)(O)c1ccc2c(c1)CN(Cc1cccn1-c1ncccn1)CCO2 (stereo not drawn),7%
COc1ccc(S(=O)(=O)N2[C@@H]3CC[C@H]2CC(NC(=O)c2ccncc2)C3)cc1OC (stereo partly drawn),9%
Cc1ccc(C(=O)NC2CCN(c3cc(-c4cccs4)[nH]n3)CC2)cc1F,9%
Cc1ccc(NC(=O)CCn2nc(-c3ccc(C)cc3)c3ccccc3c2=O)cc1,24%
COc1cccc(S(=O)(=O)N2CCC(n3cnnc3C(C)C)CC2)c1,21%
COc1ccccc1C(=O)Sc1ccc(Cl)cc1,u

Following part
smiles,12-LOX inh
CC(C)OCCSc1nnc(-c2nn(Cc3ccccc3)c(=O)c3ccccc23)o1,6%
CCCn1c(=O)n(CC(=O)NCc2nnc3n2CCC3)c2ccccc21,1%
CCc1noc(-c2cn(C3CCN(C(=O)c4ccc(Cl)s4)C3)nn2)n1 (stereo not drawn),-5%
Cc1ccccc1Oc1ncccc1CNC(=O)C(C)(C)n1cccc1,29%
O=c1n(-c2ccc([N+](=O)[O-])cc2)nc2n1CCN(Cc1ccsc1)C2,16%[176 µM]
CCN(CC)C(=O)Oc1ccc2c(=O)c(-c3ccc(Br)cc3)coc2c1,u
O=C1[C@@H]2C[C@@H](O)CN2C2(CN(C3Cc4ccccc4C3)C2)C(=O)N1Cc1ccccc1F,-17%
Cc1ccc(CNC(=O)O[C@H]2CC[C@@]34CCCN3C(=O)CCC[C@H]4[C@H]2Cc2ccccc2)o1,-21%

Other structures:
smiles,12-LOX inh
C=CCC1(/C=C/C)CCCCN1 (stereo not drawn),-9%
Cc1nc2cc(NC(C)c3nc(C(C)C)no3)ccc2o1 (stereo not drawn),u
CON(C)C(=O)C(NC(=O)c1ccc(F)cc1)C(C)C (stereo not drawn),u
Cc1oc2cc(OCC(=O)Nc3nccs3)ccc2c(=O)c1-c1ccccc1,-2%
O=C(Cn1ccc2c(Br)cccc21)Nc1nccs1,-22%
COc1ccccc1-c1cc(Nc2ccc(N3CCOCC3)cc2)c2onc(C)c2n1,-18%[176 µM]
O=C([C@@H]1C[C@H](F)CN1S(=O)(=O)c1cccc(F)c1)N1CCOCC1,3%
CCC(=O)C1=C(c2ccc3c(c2)CCCC3)N(C(=O)CC)n2c(CC)nnc2S1,-9%

(list continues)
smiles,12-LOX inh
Nc1cccc2c1C(=O)NC2,9%
O=C([C@@H]1C[C@H](Oc2cccnc2)CN1C(=O)COc1ccc(F)cc1)N1CCCC1,46%[activator]
CCN1c2cc(C(=O)Nc3ccc(C)c(C)c3)ccc2C(=O)N2CCCCC21 (stereo not drawn),34%[activator]
O=C(CCc1ncc(-c2ccccc2)o1)Nc1ccn[nH]1,27%
Cc1ccc(C)c(S(=O)(=O)NCc2nc(N3CCCC3)c3cc(Cl)ccc3n2)c1,-5%
Cc1csc(NC(=O)CCc2ncc(-c3ccccc3F)o2)n1,2%
O=C(c1ccc(N2CC3CC(C2)[C@H]2CCCC(=O)N2C3)nc1)N1CCC(Cc2ccccc2)CC1 (stereo partly drawn),14%
COC(=O)[C@H](C)NC(=O)Nc1ccc2oc(-c3cccnc3)nc2c1,-1%

Additional compounds.
smiles,12-LOX inh
Cn1ncc(N2CCC(C(=O)NCc3ccc(OC(F)(F)F)cc3)C2)cc1=O (stereo not drawn),28%
CCCCNC(=O)c1nc2ccc(Br)cc2nc1-c1cccc(Br)c1,u
COC(=O)[C@H](NC(=O)[C@@]1(O)C[C@@H](O)[C@H](O)[C@@H](NC(=O)Nc2ccc(OC(F)(F)F)cc2)C1)C(C)C,30%[activator]
Cc1cc(C(=O)NCC2(COc3ccc(S(C)(=O)=O)cc3)C[C@@H](O)[C@@H](O)C2)n(C)n1 (stereo partly drawn),64%[activator]
CS(=O)(=O)NC1CCN(C(=O)c2cc(Br)ccc2F)CC1,-49%
O=C(c1ccoc1)N1CCC2(CC1)CC(N(C(=O)c1ccccc1)C1CC1)CCO2 (stereo not drawn),5%
Cn1ccc(C(=O)NCc2nnc3n2C(C(=O)NCCc2ccc(Cl)cc2)CC3)n1 (stereo not drawn),u
CC1=C[C@@H](CO)[C@H](C(C)C)C[C@H]1Cc1nnc(C(C)(C)C)o1,16%[176 µM]

Additional structures:
smiles,12-LOX inh
CCCc1cc(=O)n2nc(N(C)CC(=O)Nc3cccc(Cl)c3C)sc2n1,-9%
CCN1C(=O)C2CC3(CCN(C(=O)c4nn(C)c5ccccc45)CC3)CN2C1=O (stereo not drawn),22%
CCOC(=O)c1nn(Cc2ccc(OC)cc2)c2c1CN(C(=O)c1cn3ccccc3n1)CC2,35%[activator]
CCN(CC(=O)NC(C)C)Cc1nc(-c2cccs2)oc1C,u
CCCCN1C(SCC(=O)Nc2cccc(C(C)=O)c2)=NS(=O)(=O)c2ccccc21,0%
N#Cc1nc(/C=C/c2ccc(F)cc2)oc1NCc1ccc2c(c1)OCO2,u
COC(=O)Nc1cc(C(=O)OC)ccc1C(=O)OC,0%
C/C(=N/Nc1cc(C)c2ccccc2n1)c1ccc([N+](=O)[O-])cc1,u

More entries:
smiles,12-LOX inh
O=C1NC2(CCN(CC3CCCCC3)C2)Oc2ccccc21 (stereo not drawn),u
Cc1ccc(Cl)cc1N1CCN(C(=O)CCS(=O)(=O)c2cccc3nsnc23)CC1,-24%
c1ccc(-n2cc(CN3CCN(c4nc5ccccc5o4)CC3)nn2)cc1,-1%
CC[C@H]1CN(C(=O)C(C)(C)C)CC[C@H]1CC(=O)NCc1ccc(F)cc1,22%[176 µM]
COC(=O)[C@@H]1Cc2ncn(Cc3ccc(Cl)cc3)c2CN1S(C)(=O)=O,38%[176 µM]
Cn1ccc2c(C(=O)NCCC(N)=O)nc(-c3ccccc3)cc21,7%[176 µM]
COc1ccc(C(=O)N2C[C@@H](Oc3ccccc3)C[C@H]2C(=O)N2CCOCC2)c(OC)c1,7%
CN(Cc1cccnc1)c1nc2c(c(=O)[nH]1)CCN(Cc1ccccc1C#N)CC2,18%

Next results
smiles,12-LOX inh
Fc1ccc(CNc2ncncc2-c2nc(-c3ccccc3)no2)cc1,11%
O=C(O)CCc1conc1-c1ccccc1F,-12%
CCOc1ccccc1NC(=O)N1CCC2(CC1)CC(Cc1nc(COC)no1)CCO2 (stereo not drawn),3%
Cc1cc(C)n(-c2ccc(NC3CCCC3)nn2)n1,23%
COCC(=O)N[C@@H]1CCC[C@@H](C(=O)NCc2ccc(OC)cc2)CC(=O)N(C)C1,35%[activator][176 µM]
C/C(=N\NC(=O)c1cccc2ccccc12)c1ccc(Cl)s1,-35%
c1ccc(C2=Nc3ccccc3N=C(c3ccccc3)c3ccccc32)cc1,u
CCCOc1nccnc1NC1CCN(C(=O)c2ccccn2)CC1,35%

Three entries out of the list above, arranged by their value in 12-LOX inh, highest first.
Compound | 12-LOX inh
Nc1cccc2c1C(=O)NC2 | 9%
CCCn1c(=O)n(CC(=O)NCc2nnc3n2CCC3)c2ccccc21 | 1%
Cc1ccc(C)c(S(=O)(=O)NCc2nc(N3CCCC3)c3cc(Cl)ccc3n2)c1 | -5%

Additional results:
smiles,12-LOX inh
CC(C)(O)C#Cc1ccc(CN2CCC(CO)(CCCc3ccccc3)CC2)s1,9%
CC(C)=CCO[C@H]1CCOC[C@H]1NC(=O)CCc1ccc(=O)[nH]n1,u
CCCn1nc(C(=O)N(CC)C2CCS(=O)(=O)C2)c2ccccc2c1=O (stereo not drawn),-1%
CC1CCC(NC(=O)c2ccccc2Sc2ccccc2C#N)CC1 (stereo not drawn),-26%
Cc1nc2ccccc2nc1CN1CCOc2ccc(C3(O)CCN(c4ccccc4F)CC3)cc2C1,3%
N#CC(C(=O)CSc1ccc2c(c1)OCCO2)c1nc(-c2ccccc2)cs1 (stereo not drawn),10µM*
CCN(CC)C(=O)C(=O)c1cn(C)c2ccccc12,u
N#C/C(=C\c1cc(Br)c(I)o1)c1nc2ccccc2[nH]1,u

Other entries
smiles,12-LOX inh
O=C(Nc1ccc(F)cc1)N[C@H]1[C@H](O)[C@@H](N2CCOCC2)[C@@H]2OC[C@H]1O2,53%[activator][176 µM]
COc1ccc(CNC(=O)[C@@]23CCCC[C@H]2N(CCC(C)C)C(=O)CC3)cc1OC,7%
COc1cccc(-c2ccc(C(=O)N3CCC4(CCCN(C)C4=O)C3)o2)c1 (stereo not drawn),10%
COc1ccc(-n2c(C)nnc2SCc2nc(-c3ccccc3C)no2)cc1,-21%
Cc1ccc(CN2CCCC(C(=O)N3CCN(c4ccccn4)CC3)CCNC(=O)CC2)s1 (stereo not drawn),19%
CC(C)(C)CC(C)(C)NCc1ccc2c(c1)OCO2,33%
COc1ccc(-c2noc(CNC(=O)c3cc4cccc(OC)c4o3)n2)cc1,2%
CCCCN(CC)CC(=O)Nc1cccc2ncccc12,-6%

Among those listed so far, these contain bromine.
smiles,12-LOX inh
CCN(CC)C(=O)Oc1ccc2c(=O)c(-c3ccc(Br)cc3)coc2c1,u
O=C(Cn1ccc2c(Br)cccc21)Nc1nccs1,-22%
CCCCNC(=O)c1nc2ccc(Br)cc2nc1-c1cccc(Br)c1,u
CS(=O)(=O)NC1CCN(C(=O)c2cc(Br)ccc2F)CC1,-49%
N#C/C(=C\c1cc(Br)c(I)o1)c1nc2ccccc2[nH]1,u

Other entries
smiles,12-LOX inh
Clc1ccc(-c2csc(NCC3CCCO3)n2)cc1 (stereo not drawn),u
CCOc1ccc(/C=C(/C#N)C(=O)Nc2cccc3ncccc23)cc1,-19%
FC(F)(F)c1cccc(/C=N/N=C(c2ccccc2)c2ccccc2)c1,-3%
CN(Cc1ccccc1)C(=O)C1(C)CCCc2cnc(N(C)C)nc21 (stereo not drawn),4%[176 µM]
CCCCNCc1ccccc1C(F)(F)F,u
N#C/C(C(=O)COC(=O)c1ccc(-c2ccccc2)cc1)=C(/c1ccc(F)cc1)N1CCOCC1,u
CN(Cc1cccnc1)Cc1nc(C2(O)CCN(C3CCCC3)CC2)cs1,23%[176 µM]
Cc1cccc(-c2cnc3[nH]cc(CC(N)=O)c3c2)c1,-8%[176 µM]

The listing continues:
smiles,12-LOX inh
COc1cccc(CCc2nc(-c3nnn4c3COC(c3ccc(Cl)cc3)C4)no2)c1 (stereo not drawn),7%
COCCn1cnnc1SCc1cccc(C(F)(F)F)c1,u
Cc1c(CC(=O)NCC(c2ccccc2)c2ccccc2)c(=O)oc2cc(O)ccc12,-3%
CCOP(=O)(OCC)c1nc(-c2ccc(C)cc2)oc1NCc1cccnc1,-25%
Cn1cccc1CN1CCC2(CC1)CNc1ccccc1[S+](=O)([O-])N2,23%
O=C(Cn1cccc1-c1nc(-c2ccccc2)no1)NCc1ccc(Cl)cc1,6%
C#CC(CC)(CC)NC(=O)CSc1nc2cc(Cl)ccc2s1,-9%
Fc1ccccc1-c1nc(N2CCCC2)c2ccccc2n1,15%

Other entries:
smiles,12-LOX inh
CCn1nc(C(=O)N2CCC(C(N)=O)CC2)c2ccccc2c1=O,13%
O=C(NCc1ccccc1)O[C@H]1COCCN(c2nc3ccccc3o2)C1,15%[176 µM]
COc1ccc(NC(=O)c2cnc3n[nH]c(-c4ccc(OC)cc4C)c3n2)cc1,-17%[176 µM]
COCCN(Cc1ccc(C)cc1)C(=O)[C@@H](Cc1ccccc1)NC(=O)[C@H]1O[C@@H](n2ccc(=O)[nH]c2=O)[C@H](O)[C@@H]1O,-1%
O=C(CCCSc1nc2ccccc2s1)NCc1ccccc1F,-20%
O=c1c2c(n(Cc3ccccc3)n1-c1ccccc1)CN(Cc1ccn[nH]1)CC2,10%[176 µM]
O=C([C@@H]1C[C@H](F)CN1C(=O)Nc1cccc(C(F)(F)F)c1)N1CCc2ccccc2C1,5%
Cc1ccc(C(=O)N2CCC(n3cc(-c4nc(C(C)C)no4)nn3)C2)cc1 (stereo not drawn),4%

Further entries follow.
smiles,12-LOX inh
O=C(/C=C/c1ccco1)Nc1ccc2oc(-c3ccccc3F)nc2c1,u
COc1ccc2cc(C(=O)NCC(C)C)c(C)nc2c1,2%
OC12CC3CC(C1)CC(NCc1ccco1)(C3)C2,-4%
COCCOCc1nc(C2CCN(C(=O)NCc3ccccc3)CC2)no1,42%[activator]
Cc1cc(SCC(=O)NC2(C#N)CCCCCC2)nc2ccccc12,u
O=C(c1ccc(F)cc1)c1ccccc1C(=O)N1CCN(C(=O)CC2CCCC2)CC1,3%
Cc1ccc(-c2cc(C(=O)NC3CC3)c3ccccc3n2)o1,13µM*
COc1ccc(C(=O)N2CCC(C3CCNC3)CC2)cc1F (stereo not drawn),43%[activator]

Next part:
smiles,12-LOX inh
Cn1c(=O)c2c(nc(Cl)n2CC(=O)c2ccc(C(C)(C)C)cc2)n(C)c1=O,13%
COc1ccc2oc(CNC(=O)C3CCN(CC(N)=O)CC3)nc2c1,76%[activator]
Cc1cc(C)c(C(=O)O)c(N2CCC3(CC2)C(C(=O)O)CC(=O)N3C)n1 (stereo not drawn),70%[activator]
CCCNC(=O)C(NC(=O)c1ccc(OC)cc1)C1CCN(C(=O)COC)CC1 (stereo not drawn),30%
COc1ccc(CN2CC(Oc3ccc(F)cc3C)C2)cc1,47%[activator][176 µM]
O=C(NC1CCCN(c2cc(N3CCCC3)ncn2)C1)c1ccccn1 (stereo not drawn),76%[activator]
Cc1noc(C)c1CS(=O)(=O)c1ccc(F)cc1,-1%
